Compound activity as filed in PubChem BioAssay.
Phagocyt inh: inhibitors of macrophage phagocytosis, primary screen, imaging, J774A.1 cells, IgG beads; J774A.1 macrophage IgG-bead phagocytosis; inhibition, % at 5 µM; actives 0.07% (n = 110,000); AID 1029, 2008;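 active = inhibition above the mean of the plate negative controls plus 5 SD, cut at about 13% in these data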;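 note: phagocytic index as fraction of beads internalized from green versus red external bead signal; plate controls were DMSO negative control for no effect and cytochalasin-D positive control for full effect; some results beyond the cut were filed as inactive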
MRP-1 activ: H69AR viability gain despite doxorubicin, primary screen, MRP-1 activator project, H69AR cells, CellTiter-Glo; viability rescue; viability increase, % at 10 µM; actives 0.61% (n = 140,000);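 active = viability gain under doxorubicin at or above a set limit, the compound median plus 3 SD, cut at about 4.7% in these data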;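 note: MRP-1 overexpressing cells given doxorubicin 25 µM after compound pretreatment; 18-22 h compound pretreatment then 72 h with doxorubicin before readout; 0% = doxorubicin-only wells and 100% = vehicle-treated cells without doxorubicin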
HCT116 bCat-KO: primary screen for growth suppressors in beta-catenin knockout HCT116 cells (colon tumor, human). HCT116 beta-catenin knockout viability, CellTiter-Glo, 60 h; stronger effect = lower value. viability, % at 10 µM. actives 1.5% (n = 140,000). AID 818, 2007;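 active = viability at or under a set limit, the compound median less 4 SD, cut at about 6% in these data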;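 note: 0% = Hyamine 1622 control at 20 µM and 100% = untreated cell control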
GALR2 antag: GALR2 antagonists in receptor-expressing cells, primary screen. actives 0.39% (n = 140,000). antagonist mode. inhibition, % at 4 µM. Galanin receptor type 2 (Homo sapiens), O43603; in the data active = inhibition above about 27%;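 note: cells stimulated with galanin 1-16 at roughly its EC80; 0% = agonist challenge control and 100% = basal control without agonist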
Target sequence (O43603 whole entry, looked up): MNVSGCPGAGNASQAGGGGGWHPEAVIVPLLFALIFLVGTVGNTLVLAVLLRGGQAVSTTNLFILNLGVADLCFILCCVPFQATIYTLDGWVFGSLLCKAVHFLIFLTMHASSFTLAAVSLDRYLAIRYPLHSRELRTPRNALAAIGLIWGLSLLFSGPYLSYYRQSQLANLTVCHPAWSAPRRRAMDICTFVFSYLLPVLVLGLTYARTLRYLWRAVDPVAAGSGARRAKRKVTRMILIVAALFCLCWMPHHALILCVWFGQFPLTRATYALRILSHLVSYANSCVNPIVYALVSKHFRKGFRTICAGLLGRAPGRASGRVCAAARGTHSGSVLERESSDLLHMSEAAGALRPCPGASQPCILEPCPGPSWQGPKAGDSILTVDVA
Measles CPE: compounds protecting cells from measles virus cytopathic effect, primary screen, measles RdRp inhibitor project, single point, MLSMR library, absorbance | Measles virus-infected cells, CPE protection | protection (pct of control), % at 4 µM | actives 1.5% (n = 140,000) | AID 841, 2007; in the data active = protection mostly above about 24%, no sharp cut-off; inactive = mostly below about 26%; note: some compounds called inactive have numbers as strong as hits
NPY Y2 blocker: NPY-Y2 receptor antagonists, primary screen, cell-based; Neuropeptide Y receptor type 2 (Homo sapiens), P49146; NPY-Y2 expressing cells, antagonist mode; inhibition, % at 2.7 µM; actives 0.99% (n = 140,000); AID 793, 2007; in the data active = inhibition above about 17%;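 note: 0% = vehicle with agonist challenge and 100% = reference antagonist with challenge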
Target sequence (P49146 whole entry, looked up): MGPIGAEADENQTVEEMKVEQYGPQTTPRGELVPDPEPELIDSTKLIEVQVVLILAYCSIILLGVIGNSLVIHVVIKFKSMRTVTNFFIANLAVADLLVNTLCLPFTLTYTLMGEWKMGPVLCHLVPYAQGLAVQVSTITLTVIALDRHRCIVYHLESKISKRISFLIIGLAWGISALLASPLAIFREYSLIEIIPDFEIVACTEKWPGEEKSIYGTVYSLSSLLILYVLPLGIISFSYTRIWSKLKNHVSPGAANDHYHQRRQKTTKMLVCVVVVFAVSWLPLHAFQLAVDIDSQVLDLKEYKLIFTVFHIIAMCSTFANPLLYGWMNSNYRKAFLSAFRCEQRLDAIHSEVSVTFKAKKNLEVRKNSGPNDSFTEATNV
BB579 growth dn: growth inhibitors of yeast BB579 in restrictive medium, primary screen, yeast lifespan-shortening project, S. cerevisiae; OD615, 48 h; inhibition, % at 10 µM; actives 0.51% (n = 140,000); AID 804, 2007;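 active = inhibition above a set limit, 3 SD over the mean compound inhibition, cut at about 44% in these data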; note: inactives centre near -24
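Assay system – yeast BB579 (DeaD) · Dosing – single compound dose of 10 µM, 0.25% DMSO final · Detection – OD615 turbidity measurement · Buffer or medium – CSMM-D restrictive synthetic medium containing dextrose (glucose) · Benchmarks – positive control amphotericin B 10 µg/mL · Incubation – 48 h exposure, 30 °C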
E-sel TNF inh: E-selectin induction blockers in HUVEC – imaging, immunofluorescence, high content, primary screen. HUVEC TNFa-induced E-selectin immunofluorescence. inhibition, % at 2 µM. actives 0.71% (n = 120,000). AID 1246, 2008;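 active = inhibition above the batch mean plus 3 SD, and confirmed as a hit on visual image review, cut at about 43% in these data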;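 note: 0% = TNF-stimulated DMSO wells and 100% = unstimulated control wells; not every result past the cut was called active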
PTEN del growth: growth suppression of PTEN-null HCT116, primary screen, cell-based, CellTiter-Glo | HCT116 PTEN-null viability, 60 h; stronger effect = lower value | viability, % at 10 µM | actives 1.2% (n = 140,000);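 active = viability at or below a set limit, 4 SD under the median of all tested compounds, cut at about 3.7% in these data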;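 note: PTEN knockout HCT116 line with beta catenin targeted HCT116 as companion control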
Yeast life ext: compounds extending yeast replicative lifespan, primary screen, S. cerevisiae, OD615; inhibition of the nicotinamide effect, % at 10 µM; S. cerevisiae growth with nicotinamide; deaD strain in restrictive glucose medium; AID 775, 2007; actives 0.68% (n = 130,000);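 active = inhibition above a set limit, placed 3 SD over the median of all compounds, cut at about 26% in these data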;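 note: 0% = nicotinamide-treated wells and 100% = cells grown without nicotinamide; some compounds called inactive have numbers as strong as hits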
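assay system = DeaD-strain S. cerevisiae | buffer or medium = restrictive glucose medium | reagent = 1.5 mM nicotinamide | compound = 10 µM single point, 0.25% DMSO | incubation = 48 h compound exposure at 30 °C, humidified | signal = OD615 measurement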
* hit, by the source's call; / = not tested or not shown.

SMILES	Phagocyt inh	MRP-1 activ	HCT116 bCat-KO	GALR2 antag	Measles CPE	NPY Y2 blocker	BB579 growth dn	E-sel TNF inh	PTEN del growth	Yeast life ext
COCCNC(=O)c1cc2oc3ccccc3c2n1C	/	1.5	108.3	-0.1	13.3	-0.7	-28.7	5.9	102.4	-19.3
CC(=O)Oc1ccc(N(C(C)=O)S(=O)(=O)c2cccs2)c2ccccc12	2.5	-0.6	70.0	-12.7	1.6	1.2	-8.7	7.2	77.8	-9.6
NS(=O)(=O)c1ccc(NC(=O)CSc2nnc(-c3cnccn3)n2-c2ccccc2)cc1	1.2	-2.5	83.6	-8.9	2.9	0.6	-2.2	9.6	95.2	5.9
CC(=O)OC(C#CCN1CCOCC1)c1ccccc1 (stereo not given)	-2.0	-3.1	98.0	-18.6	46.3*	0.4	-42.0	23.1	104.8	-4.2
O=C(NCCN1C(=O)S/C(=C\c2ccc(Cl)cc2)C1=O)c1ccc(F)c(S(=O)(=O)N2CCOCC2)c1	/	-1.1	70.4	1.5	13.5	0.6	-29.7	/	72.5	4.3
O=c1c2c3c(sc2nc(NCCO)n1Cc1ccco1)CCCCC3	-4.8	-0.6	83.2	-1.8	/	-3.0	-16.4	/	81.7	-0.6
COc1ccc(NC(=O)CSc2nc3c(c(=O)n2-c2ccc(C)cc2)SCC3)c(OC)c1	-8.2	-0.6	88.9	-4.6	1.3	0.8	-27.3	-8.7	86.0	0.8
Cc1ccccc1-c1cc(-c2ccccc2O)on1	/	-5.1	77.1	13.8	10.4	1.2	-19.1	1.6	64.7	-15.9
O=C1CCC([N+](=O)[O-])C(c2cc3c(cc2Br)OCO3)N1 (stereo not given)	-7.6	-0.5	93.7	-12.1	8.1	2.6	-16.0	/	93.0	-3.1
COc1ccc(CNC(=O)C(C)OC(=O)c2cccn2C)cc1 (stereo not given)	-0.5	1.3	106.7	1.8	6.6	1.0	-3.5	-5.9	105.4	-9.0
CCN1CCN(CCNC(=O)CSCc2nc(-c3ccc(OC)c(OC)c3)oc2C)CC1	1.8	-1.3	92.1	-5.1	7.2	0.5	-13.2	2.0	99.8	-1.6
Cc1ccc(-c2noc(CN(C(=O)c3cccc(Br)c3)C(C)C)n2)cc1	-0.5	-0.3	76.5	-6.4	12.9	10.7	-16.0	/	73.6	-4.4
CCOC(=O)C(C)Oc1c(Br)cc(C2NC(=O)NC(C)=C2C(C)=O)cc1OCC (stereo not given)	0.3	-1.3	98.0	-2.1	24.2	3.2	-71.7	17.2	99.0	-8.1
CCCn1c(=N)n(CC(O)COc2cccc(C)c2)c2ccccc21 (stereo not given)	/	-5.1	2.6*	-7.3	4.8	41.6*	19.1	/	3.2*	-26.5
CC(C(=O)N=c1sc2ccccc2n1C)N1C(=O)C2CC=CCC2C1=O (stereo not given)	4.0	-1.1	91.2	-0.5	7.6	0.7	-69.0	4.5	93.4	-3.3
CCCN(C(=O)c1ccccc1N)c1c(C)n(C)n(-c2ccccc2)c1=O	-1.5	-1.2	87.3	-0.7	10.3	2.2	-22.8	38.3	95.3	-6.6
CC(=O)Nc1c(O)nc(SCc2ccc(Cl)cc2)[nH]c1=O	-9.8	0.3	98.8	3.1	4.9	4.4	-6.9	38.3	99.6	3.9
CN1CCc2c(sc3c2c(=O)n(-c2ccccc2)c2n[nH]c(=S)n32)C1	0.0	-0.3	91.2	-4.3	10.2	2.5	-21.0	-11.4	110.7	-18.9
O=C(Cc1ccccc1)N/N=C/c1cc2c(cc1Cl)OCO2	0.9	0.1	84.1	22.8	17.3	8.0	-61.4	9.0	86.1	-2.8
Cc1cc(C)n(CC(=O)Nc2ccccc2)n1	/	-0.1	106.3	-3.2	34.6	0.7	5.6	-18.1	100.0	-21.3
N#C/C(=C\c1ccc(-c2ccc(Br)cc2)o1)C(=O)NCCc1c[nH]c2ccccc12	/	-2.3	66.3	-5.2	10.6	7.3	-41.4	3.4	50.0	2.6
COc1ccc(/C=N/NC(=O)c2cc(-c3ccccc3OC(C)C)nc3ccccc23)cc1CN1CCOCC1	-4.3	-3.0	89.3	5.9	23.7	1.9	-0.2	6.7	85.8	-0.1
O=C(Nc1nc2ccc(F)cc2s1)C1CCN(S(=O)(=O)c2cc([N+](=O)[O-])ccc2Cl)CC1	-6.4	-5.0	10.8	12.0	12.8	3.5	-49.1	4.7	9.9	7.9
COc1ccc(-n2nc(C(=O)NCc3ccco3)c3c4ccccc4n(C)c3c2=O)cc1	0.4	-3.2	88.4	11.8	3.5	11.8	-43.1	-16.3	84.4	16.1
C=CCn1cc(/C=N/Nc2nc3ccccc3[nH]2)c2ccccc21	-5.6	-4.6	51.3	28.1*	32.7	-2.9	-31.1	/	27.9	-2.6
CC(=O)N1N=C(c2ccc3nccnc3c2)CC1c1ccccc1 (stereo not given)	2.1	-2.4	101.6	-2.5	8.5	0.5	-24.9	-11.7	104.1	-5.5
Nc1nnc(SCC(=O)Nc2ccc(S(=O)(=O)N3CCOCC3)cc2)s1	/	-0.4	93.0	1.0	8.1	1.1	-60.6	-3.3	89.8	-18.5
O=C(O)c1ccc(Cl)c(S(=O)(=O)N2CCCCCC2)c1	0.3	-2.3	95.8	11.5	2.8	1.7	-20.2	12.9	92.2	-0.7
O=C(Cn1cnc2c(nnn2Cc2ccc(F)cc2)c1=O)N1CCCc2ccccc21	/	-1.4	73.4	9.2	5.4	2.6	-26.9	-2.1	86.7	/
COC(=O)C1CCN(CC(=O)Nc2sc3c(c2C#N)CCC3)CC1	/	-0.8	108.5	-38.5	12.4	0.5	-49.8	3.6	105.7	-15.3
COc1ccc(-c2noc(CCCC(=O)Nc3ccc(C(N)=O)cc3)n2)cc1	1.5	-0.4	90.5	4.3	/	-1.7	-61.6	-8.6	99.9	-4.0
Cc1cccc(C)c1NC(=O)Cn1cnc2c(=O)n(C)c(=O)n(C)c21	-0.8	-1.6	97.1	-1.1	3.2	0.9	-39.1	7.2	88.4	-7.5
Fc1nc(N2CCCC2)c(F)c(Oc2ccccc2Oc2c(F)c(F)nc(N3CCCC3)c2F)c1F	/	-2.0	83.2	-6.4	29.5	0.6	-14.3	-4.9	91.9	-11.7
CN1CCN(CCNC(=O)c2cc3c(=O)n(C)c4ccccc4c3n2C)CC1	-0.3	-3.5	73.5	3.0	28.7	-0.1	-24.4	/	80.6	-5.5
Cn1c(SCC(=O)c2ccc(F)cc2)nnc1-c1cnccn1	2.4	-3.1	95.5	0.2	3.0	-1.7	-39.5	44.9	87.8	-32.3
COc1cccc(N2CCN(c3ncnc4c3[nH]c3ccc(F)cc34)CC2C)c1 (stereo not given)	/	-2.7	2.0*	50.6*	5.8	7.6	-8.4	96.7*	1.6*	-2.7
O=C(CCCc1ccccc1)c1ccc2c(c1)OCCO2	/	-0.2	72.0	-3.4	4.3	8.7	-6.0	27.0	76.8	/
COc1ccc(-n2c(-c3cccc(OC)c3)nc(=S)c3c2CCCC3)cc1	/	-0.5	85.4	-11.6	3.0	4.0	2.2	-30.5	82.3	-13.9
COc1ccc(S(=O)(=O)N2C3CCC2CC(NC(=O)C2CC2)C3)cc1 (stereo not given)	0.7	0.3	91.6	-3.0	13.7	-1.1	-5.6	19.6	94.6	-2.6
O=C(Nc1ccc2c(c1)OCCO2)C1CCN(S(=O)(=O)c2cccs2)CC1	0.1	-1.5	81.3	-11.6	18.3	2.8	-59.0	6.5	93.3	-3.6
Cc1ccc(C(=O)CSc2nnc(CNc3nc(-c4ccccc4)cs3)n2C)cc1	1.4	-0.5	94.8	-1.3	10.2	4.8	6.1	32.4	79.5	-4.5
CCOc1ccc(C(=O)N/N=C(\c2ccccc2)c2ccccn2)cc1	-1.1	-2.4	3.7*	9.3	1.6	4.4	-4.5	-10.6	2.6*	-12.6
OC(COCCC12CC3CC(CC(C3)C1)C2)CN1CCCCC1 (stereo not given)	-0.5	-2.5	10.7	-14.9	4.9	9.9	-36.2	7.6	19.2	-7.0
CN(CCNC(=O)c1ccc(/C=N/O)nc1)Cc1ccccc1	-4.8	-1.8	96.1	-7.4	15.8	0.7	-17.9	24.1	90.2	2.8
COc1ccc(Cl)cc1NC(=S)NCCSc1ccc(C)cc1	-6.0	-2.9	83.9	-5.6	2.7	1.4	15.8	-41.6	87.9	-6.0
O=C(CSc1nc2ccccc2o1)NC(=O)NCc1ccccc1	/	-0.1	103.8	5.4	12.1	11.1	-68.5	12.0	92.3	-22.4
Cc1cccc(NC(=O)c2onc3c2CCCC3)n1	-3.4	-3.6	53.4	7.0	18.5	2.9	-7.3	/	55.4	-5.8
Cc1cccc(NCC(O)Cn2cnc3c2c(=O)n(C)c(=O)n3C)c1 (stereo not given)	-0.7	-3.0	71.7	3.2	7.6	-1.0	-50.5	-39.7	77.8	-22.9
Cc1csc(C(=O)O)c1-c1c(C)csc1C(=O)O	-3.9	0.7	92.3	-5.8	12.5	-1.8	-2.6	-7.3	97.4	-0.6
COc1ccccc1NS(=O)(=O)c1cc(NC(=O)CNC(=O)c2ccccc2)ccc1C	-0.1	-0.5	99.6	4.8	5.1	-0.9	-16.8	-1.3	104.5	-2.7
O=C(Nc1ccc([N+](=O)[O-])cn1)C1CCCCC1	-3.2	-0.8	90.7	-1.2	2.0	1.2	-29.8	/	94.4	10.6
O=C(O)/C=C/c1ccc2c(-c3ccccc3)onc2c1	-3.7	-3.2	107.6	7.9	3.0	1.6	-12.9	/	106.8	3.2
CC(C)(C)NS(=O)(=O)c1ccc(CCC(=O)N2CCCCC2)cc1	-3.4	0.5	87.0	-6.5	10.8	-1.7	-21.2	1.9	91.0	-4.8
CCc1c(O)nc(SCC(=O)Nc2ccc(C)cc2)n(C2CCCCC2)c1=O	-0.9	-2.0	104.5	-7.2	7.3	2.8	-6.0	/	95.1	9.0
CCCC(=O)Nc1ccc(C(=O)N/N=C/c2ccc([N+](=O)[O-])o2)cc1	-4.7	-5.0	2.7*	13.9	17.8	0.7	-2.4	/	1.9*	1.2
O=C(CSCc1ccccc1Br)N/N=C/c1ccc(OCC(=O)N2CCCCC2)cc1	-10.1	1.9	75.6	4.8	27.7	0.7	-6.1	/	72.0	-5.6
